Bim-Bcl-XL: human Bim-Bcl-XL interaction inhibition; Q07817; Bim peptide-Bcl-XL binding, bead flow cytometry, fluorescence; inhibition, % at 10 µM; 190,000 tested, 0.04% active; AID 1007
GSH bead fluor: compound fluoresces at 488/530 nm on GSH beads. GSH beads flow cytometry, compound fluorescence 488/530 nm; stronger effect = higher value. fluorescence (KMESF) at 10 µM. 190,000 tested, 0.25% active. AID 1776; in the data active = fluorescence above about 89;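 note: glutathione beads carrying GST-tagged Bcl family fusion proteins plus one bare bead set; values are compound well signal with DMSO vehicle wells as background; inactives centre near 16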
Bim-Bcl-W: disrupts Bim peptide binding to human Bcl-W | AID 952 | 190,000 tested, 0.02% active | bead-based flow cytometry | inhibition, % at 10 µM | Q92843;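 note: 0% = bound tracer without compound and 100% = peptide blocker; higher means less fluorescent Bim peptide bound to Bcl-W beads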
ABCG2 block: blocks JC-1 efflux by human ABCG2 transporter. Q9UNQ0. IgMXP3 cells, flow cytometry. inhibition, % at 6.6 µM. 190,000 tested, 0.1% active;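 active = inhibition above 80%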;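 note: 0% = DMSO and 100% = nicardipine control wells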
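Test system: IgMXP3 cells (ABCG2) mixed with DDAO far-red-labelled CCRF-Adr cells (ABCB1). Reagent: JC-1 transporter substrate. Compound dosing: single test compound dose, 6.6 µM final. Times: 10 min compound exposure, 25 °C. Detection: flow cytometry of retained JC-1 fluorescence. Read-out basis: efflux inhibition in percent versus controls. Controls: nicardipine and DMSO wells.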
ABCB1 inh: human ABCB1 inhibition, ABCG2 as counter-screen | CCRF-Adr cells, JC-1 efflux, flow cytometry | AID 1326 | 190,000 tested, 0.067% active | inhibition, % at 6.6 µM | P08183; in the data active = inhibition above about 40%;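 note: 0% = vehicle and 100% = reference inhibitor; higher value means more JC-1 retained so stronger ABCB1 efflux block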
Target sequence (P08183 whole entry, looked up): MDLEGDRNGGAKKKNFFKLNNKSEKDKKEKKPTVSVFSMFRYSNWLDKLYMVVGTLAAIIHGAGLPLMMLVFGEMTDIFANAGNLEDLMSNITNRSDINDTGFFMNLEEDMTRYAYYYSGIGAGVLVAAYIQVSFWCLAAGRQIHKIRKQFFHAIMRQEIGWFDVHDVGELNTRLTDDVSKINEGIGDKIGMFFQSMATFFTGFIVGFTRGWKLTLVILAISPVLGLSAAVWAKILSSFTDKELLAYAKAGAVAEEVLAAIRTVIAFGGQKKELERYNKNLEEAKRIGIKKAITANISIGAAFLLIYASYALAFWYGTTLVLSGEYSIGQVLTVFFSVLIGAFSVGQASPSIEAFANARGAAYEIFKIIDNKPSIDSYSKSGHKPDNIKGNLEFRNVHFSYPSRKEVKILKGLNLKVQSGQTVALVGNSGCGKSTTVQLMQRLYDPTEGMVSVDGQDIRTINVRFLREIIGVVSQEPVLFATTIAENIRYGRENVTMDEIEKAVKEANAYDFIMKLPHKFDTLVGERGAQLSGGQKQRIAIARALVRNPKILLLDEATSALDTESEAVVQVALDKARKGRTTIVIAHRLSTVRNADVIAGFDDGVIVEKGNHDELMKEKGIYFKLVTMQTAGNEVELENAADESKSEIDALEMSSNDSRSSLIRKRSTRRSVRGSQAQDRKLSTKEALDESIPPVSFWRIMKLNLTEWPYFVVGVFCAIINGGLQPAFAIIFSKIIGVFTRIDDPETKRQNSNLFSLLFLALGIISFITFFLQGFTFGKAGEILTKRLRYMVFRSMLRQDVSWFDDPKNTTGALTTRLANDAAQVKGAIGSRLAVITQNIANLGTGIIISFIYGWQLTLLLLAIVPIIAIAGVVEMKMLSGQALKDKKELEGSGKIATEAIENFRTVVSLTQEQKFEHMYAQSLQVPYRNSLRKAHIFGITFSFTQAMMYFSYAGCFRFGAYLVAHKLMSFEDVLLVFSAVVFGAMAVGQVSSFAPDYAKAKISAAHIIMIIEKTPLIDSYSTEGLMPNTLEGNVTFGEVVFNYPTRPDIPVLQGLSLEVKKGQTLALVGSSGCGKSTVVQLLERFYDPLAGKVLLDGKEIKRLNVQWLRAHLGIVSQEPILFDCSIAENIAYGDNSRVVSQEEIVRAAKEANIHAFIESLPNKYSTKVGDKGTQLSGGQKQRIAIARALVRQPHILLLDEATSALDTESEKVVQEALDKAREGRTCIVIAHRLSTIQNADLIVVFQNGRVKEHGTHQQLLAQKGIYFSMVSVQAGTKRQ
Bim-Bfl-1: human Bim-Bfl-1 interaction inhibition | Q16548 | inhibition, % at 10 µM | 190,000 tested, 0.12% active | Bead-based flow cytometry, Bim-Bfl-1 binding inhibition;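 note: 0% = wells without compound plus tracer and 100% = blocker peptide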
Bim-Bcl-2: inhibitors of Bim-Bcl-2 interaction, human. P10415. Bead-based flow cytometry, Bim peptide-Bcl-2 binding. inhibition, % at 10 µM. 190,000 tested, 0.06% active; in the data active = inhibition above about 40%;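 note: 0% = no compound wells with probe peptide and 100% = reference peptide inhibitor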
RGS4-Gao reg: human RGS4-Galphao interaction regulation. P09471. Multiplexed bead flow cytometry, RGS4-Galphao binding; actives lie on both sides. binding response (% of control), % at 10 µM. 220,000 tested, 0.33% active. AID 1415; in the data active = binding response below about 49% or above about 150%; inactive = in between;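 note: fluorescent Galphao activated with aluminum fluoride binding bead-coupled RGS4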
RGS7-Gao: human RGS7-Galphao interaction regulation | P09471 | binding response (% of control), % at 10 µM | AID 1439 | 220,000 tested, 0.35% active | Multiplexed bead flow cytometry, RGS7-Galphao binding; actives lie on both sides; in the data active = binding response below about 49% or above about 150%;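 note: fluorescent Galphao held in activated GDP-AlF4 state binding bead-coupled RGS7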
Bcl-B Bim block: inhibitors of Bim-Bcl-B interaction, human | AID 951 | inhibition, % at 10 µM | Q9HD36 | bead-based flow cytometry, Bim peptide-Bcl-B binding | 190,000 tested, 0.073% active;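 note: 0% = tracer peptide without compound and 100% = reference inhibitor peptide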
Avidin fluor: avidin bead compound fluorescence profile; Avidin beads, compound fluorescence 488/530 nm, flow cytometry; stronger effect = higher value; AID 1775; 220,000 tested, 0.38% active; fluorescence (KMESF) at 10 µM; in the data active = fluorescence above about 47; note: inactives centre near 10
* = called active by the depositor. Cut-off read from the data, not from the text of the source, unless noted: active = inhibition above about 40%.

Compound	Bim-Bcl-XL	GSH bead fluor	Bim-Bcl-W	ABCG2 block	ABCB1 inh	Bim-Bfl-1	Bim-Bcl-2	RGS4-Gao reg	RGS7-Gao	Bcl-B Bim block	Avidin fluor
COc1ccc(OCCSCc2nnc(NC(=O)Nc3ccc(Cl)cc3)s2)cc1	-2	13	-3	-1	-0.2	-3	-1	99	97	-3	7
CC(C)(C)c1ccc(COC(=O)Nc2ccc(F)cc2)cc1	-11	17	-6	3	0.1	-8	-19	98	99	-15	14
CCOC(=O)NC(CC(=O)O)c1ccc(OCC)cc1 (stereo unspecified)	-3	16	-1	3	0.4	-2	-3	96	97	-2	15
Cc1cc(C(=O)NCC23CC4CC(CC(C4)C2)C3)c(C)o1	3	17	1	3	0.1	5	0	102	98	1	11
O=C(CCSc1nnc(-c2ccncc2)o1)Nc1cccc2ccccc12	-4	15	0	9	0.4	0	0	102	99	-3	5
O=C(Nc1ccc(Cn2nnc3ccccc32)cc1)c1ccco1	0	12	1	4	0.8	-2	0	142	149	1	37
N#Cc1ccc(C(=O)Nc2nnc(-c3cccs3)o2)cc1	-1	19	-2	0	-0.5	-5	-5	96	99	-6	7
Clc1ccc(-c2nc3ccccc3nc2-c2ccccc2)cc1	-7	11	-2	13	1.4	-5	-4	98	108	-9	30
O=C(c1cccc(OCc2ccccc2)c1)N1CCOCC1	-1	25	-3	1	0.4	-7	-1	100	98	-4	10
O=C(Nc1ccc(CN2CCOCC2)cc1)c1ccccc1F	-2	12	0	-1	0.2	0	-7	101	97	-4	15
CCN(CC)c1ccc(NC(=O)c2ccc(=O)[nH]c2)cc1S(=O)(=O)Nc1ccccc1OC	-7	13	0	0	-0.5	22	-1	95	116	-34	20
NS(=O)(=O)c1cccc(NC(=O)COC(=O)Cc2ccc(S(=O)(=O)N3CCCCC3)s2)c1	0	18	0	-3	-0.7	-5	-4	108	106	-5	12
O=C(/C=C/Nc1ccc(F)cc1F)c1cccs1	-5	13	-3	0	-0.4	-2	-5	102	98	-6	6
CCC(=O)n1nc(-c2cccnc2)nc1NCc1ccc(OC)cc1	-6	43	-1	4	-0.4	-8	-6	110	106	-6	0
CCCOc1ccc(-c2cnc(N)s2)cc1	-2	32	-2	0	0.0	-11	-12	89	99	-15	5
O=C(CNS(=O)(=O)c1ccccc1)OCC(=O)c1ccc(OC(=O)c2ccccc2)cc1	-5	17	0	1	0.2	-8	-6	110	111	-4	10
N=C1SCC(=O)N1c1nc(-c2ccccc2)cs1	-2	8	-3	3	0.7	-3	-2	99	106	0	36
Cc1ccc(NC(=O)C(C)C(=O)Nc2ccc(C)cc2)cc1	-2	21	-4	0	0.4	-8	0	108	112	-4	5
CCOC(=O)c1c(C)[nH]c(C(=O)COC(=O)C2CC2C)c1C (stereo unspecified)	-1	14	-1	3	0.5	0	2	103	101	0	35
COCCNC(=O)CN(c1ccccc1OC)S(C)(=O)=O	-2	5	3	0	0.0	-8	-3	105	99	-5	8
Cc1nnc(SCC(=O)Nc2nc3c(s2)CC(C)CC3)s1 (stereo unspecified)	-5	46	4	12	0.2	-9	-9	101	102	-7	16
CC1CCCCC1NC(=O)C1CCN(S(=O)(=O)N2CCCCCC2)CC1 (stereo unspecified)	-1	4	0	0	0.6	0	0	98	98	1	18
CCC(C)N=Cc1c(NCc2ccco2)nc2c(C)cccn2c1=O (stereo unspecified)	-5	36	1	49	-0.1	-15	-11	102	99	-10	15
O=C(Nc1ccccc1)C1=C[C@H](c2coc3ccccc3c2=O)C[C@H](OCc2ccc(CO)cc2)O1	-4	17	-3	7	4.1	5	1	108	108	3	5
CCOc1ccc(-n2c(=S)sc3c(=O)[nH]c(SCC(=O)C(C)(C)C)nc32)cc1	-2	12	-1	1	0.0	-6	0	98	101	-1	11
COC(=O)c1cccc(NC(=O)CSc2nc3cccnc3n2C)c1	1	12	-1	3	0.8	-1	1	109	105	1	15
CC1CCC2(CC1)OCC1(CCC3(COC4(CCC(C)CC4)OC3)C1=O)CO2 (stereo unspecified)	0	9	2	-1	-0.2	-1	0	106	103	0	20
COc1c(C)cc(C(=O)C2CCCN(C(=O)Cn3ccc(C)n3)C2)cc1C (stereo unspecified)	0	13	-3	1	0.6	-6	-6	103	100	-4	11
CCCCCCNC(=O)C(C#N)c1nc2ccccc2nc1N1CCOCC1 (stereo unspecified)	-2	13	0	8	0.8	0	0	97	100	-1	40
Cc1ccc(-c2cc(C(=O)N3CCN(c4ccc(F)cc4)CC3)c3ccccc3n2)o1	0	10	0	3	1.7	9	2	65	85	2	11
CCOC(=O)c1sc(-c2ccccc2)cc1NC(=O)Nc1ccc([N+](=O)[O-])cc1	5	8	7	-11	-1.5	15	25	99	100	27	12
O=C1CSC(=Nc2ccccc2)N1	0	12	-3	16	0.7	-4	-4	103	100	1	7

As a working copy, 2 of the compounds above.
Compound	Bim-Bcl-XL	GSH bead fluor	Bim-Bcl-W	ABCG2 block	ABCB1 inh	Bim-Bfl-1	Bim-Bcl-2	RGS4-Gao reg	RGS7-Gao	Bcl-B Bim block	Avidin fluor
CCCCCCNC(=O)C(C#N)c1nc2ccccc2nc1N1CCOCC1 (stereo unspecified)	-2	13	0	8	0.8	0	0	97	100	-1	40
Cc1ccc(-c2cc(C(=O)N3CCN(c4ccc(F)cc4)CC3)c3ccccc3n2)o1	0	10	0	3	1.7	9	2	65	85	2	11

(more compounds)
Compound	Bim-Bcl-XL	GSH bead fluor	Bim-Bcl-W	ABCG2 block	ABCB1 inh	Bim-Bfl-1	Bim-Bcl-2	RGS4-Gao reg	RGS7-Gao	Bcl-B Bim block	Avidin fluor
CC1Cc2ccccc2N1C(=O)CSC1=NCCS1 (stereo unspecified)	-4	5	-3	1	0.1	0	0	91	96	-1	13
COC(=O)C1CC(=O)c2sccc2C1 (stereo unspecified)	-10	15	-6	6	0.1	-10	-15	98	96	-15	13
ONC(=Nc1ccccc1)c1ccccc1Cl	-5	14	0	1	0.3	-9	-8	102	101	-8	8
Cc1ccc2nc(COc3ccc(Cl)cc3)cc(=O)n2c1	1	12	0	6	0.5	4	2	94	102	5	11
NC(=S)N/N=C/c1ccc2ccccc2c1	-3	12	-2	17	-0.2	1	-1	102	104	-6	10
CCCOc1ccccc1C(=O)NCCCC(=O)O	-4	13	2	5	-0.1	-9	-10	99	101	-4	7
COc1cc(OC)cc(C(=O)N[C@H](C(=O)OCC(=O)NC(C)c2ccccc2)C(C)C)c1 (stereo partly specified)	-8	18	-6	29	2.8	-13	-7	100	103	-10	5
CCCNC(=O)COC(=O)c1ccc(S(=O)(=O)N2CCCC2)cc1	1	22	0	21	1.7	3	0	98	98	2	11
COc1ccccc1/C=N/NC(=O)CC(=O)NCc1cccnc1	12	12	11	0	-0.1	14	11	110	101	8	7
O=C(NC1CCCCCC1)c1ccc2c(=O)n3c(nc2c1)CCCCC3	-2	51	3	5	1.3	-12	-4	103	102	-6	9
CC(C)(C)Cc1nc(-c2ccccn2)no1	0	32	0	1	0.6	-9	-10	103	103	-6	4
Cc1nc2ccc(NC(=O)N3CCN(c4ccccn4)CC3)cc2s1	-5	15	-2	4	1.1	1	2	99	99	-2	9
C=CCN(CC=C)CCOc1cccc2ccccc12	-5	5	-3	13	0.9	-2	-2	95	96	-5	13
O=C(c1ccco1)N1CCN(Cc2cccc(F)c2)CC1	0	16	-2	3	0.4	1	-3	98	101	1	12
Cc1ccc(-n2c(SCC(=O)Nc3nccs3)nc3c(c2=O)SCC3)cc1	-12	40	-5	1	0.7	-12	-8	97	97	-11	12
CC1(C)Cc2ccccc2-c2nnc(-c3ccco3)n21	-3	13	-3	3	0.6	-8	-11	101	100	-8	10
COc1cc(S(=O)(=O)N2CCCCCC2)c(OC)cc1Br	-5	15	-1	2	0.6	-8	-5	98	103	-5	4
FC(F)(F)c1nc(N2CCCC2)ncc1-c1nnnn1-c1ccc(Cl)cc1	-7	42	0	4	1.0	-11	-10	98	99	-6	6
COc1ccc(N2C(=O)CSC2c2ccc3c(c2)OCO3)c(OC)c1 (stereo unspecified)	-1	77	-1	1	0.5	-5	-2	97	96	0	11
CCc1nnc(NC(=O)c2sc3nc4c(cc3c2N)CCCCC4)s1	0	11	-1	1	-0.2	-15	-10	103	105	-3	10
COc1cccc(CNC(=O)CCC2CCCN(C(=O)c3ccoc3C)C2)c1 (stereo unspecified)	0	19	1	2	1.4	-4	-1	99	99	-1	6
CC(NC(=O)NCCCC(=O)O)(C(F)(F)F)C(F)(F)F	-7	11	2	4	0.2	-7	-6	99	97	-3	13
Cc1cc(C)nc(N2CCCC(C(=O)Nc3nnc(C(C)(C)C)s3)C2)n1 (stereo unspecified)	-2	16	0	4	1.3	-1	0	105	102	-1	11
O=C(O)CCCNc1ccc([N+](=O)[O-])c(NCCCC(=O)O)n1	-2	14	0	9	0.1	-5	-3	111	112	2	11
COc1ccc(C(=O)NCc2nnc(SCC(=O)N3CCC(C)CC3)o2)cc1OC	-2	9	0	1	0.3	0	3	98	100	-1	12

Screens deposited in PubChem by NMMLSC.
